Screens from PubChem BioAssay.
HP1b chromo inh: blocks HP1-beta chromodomain binding to methylated histone tails. P83916. AlphaScreen HP1-beta / biotin-H3K9me3 peptide binding. Potency, µM (titrated, usually from 114 µM), for the others: at the highest dose activity change, negative = inhibition, usual class: inhibitors. 390,000 tested, 0.56% active. AID 540317; note: potency is the fitted concentration of half-maximal effect; nearly all actives have a fitted effect of over 70% in size; inactives centre near 23
Target sequence (P83916 whole entry, looked up): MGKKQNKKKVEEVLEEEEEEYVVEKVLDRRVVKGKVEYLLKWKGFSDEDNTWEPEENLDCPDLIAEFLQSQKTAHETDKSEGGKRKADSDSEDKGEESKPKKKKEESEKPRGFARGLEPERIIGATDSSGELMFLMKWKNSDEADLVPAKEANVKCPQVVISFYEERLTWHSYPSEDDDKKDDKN
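AlphaScreen: HP1-beta (50 nM) preformed 30 min with biotin-H3(1-18)K9me3 peptide (50 nM) in PBS pH 7.4, 0.01% Tween-20. Compound added for 30 min at RT, then streptavidin donor/nickel chelate acceptor beads (10 ug/mL) for 30 min.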
TrxR1 substrate: rat thioredoxin reductase 1 substrate activity; 390,000 tested, 0.01% active; Potency, µM (series often up to 114 µM), without a hit: top-dose activity change, negative = substrate turnover; purified TrxR1 substrate turnover, NADPH consumption readout; note: potency is the fitted concentration of half-maximal effect; % is set by controls: 0 for no effect and ±100 for the full control effect; nearly all actives have a fitted effect of over 50% in size
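Rat TrxR1, dispensed at 90 nM, was prereduced with 400 uM NADPH (final) for 5 min at ~22 deg C, then incubated with compound 15 min before 400 uM selenite. A first-read NADPH fluorescence drop versus no-compound background flagged substrates.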
USP1-UAF1 inh: blocks the human USP1/UAF1 deubiquitinase complex; O94782; recombinant USP1/UAF1, Ub-Rhodamine cleavage fluorescence; Potency, µM (top dose mostly 57.1 µM), for the others: top-dose activity change, negative = inhibition, actives largely listed as inhibitors; 390,000 tested, 0.23% active; note: potency is the fitted concentration of half-maximal effect; % is set by controls: 0 for no effect and ±100 for the full control effect; nearly all actives have a fitted effect of over 60% in size; inactives centre near -12
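USP1/UAF1 complex (1 nM) preincubated 15 min at room temperature with compound, then Ub-Rho substrate (150 nM final) added. Kinetic fluorescence at 480/540 nm over 6 reads at 60 s intervals; 50 mM HEPES pH 7.8, 0.5 mM EDTA, 0.1 mg/ml BSA, 1 mM TCEP, 0.01% Tween-20.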
Tb PGK inh: T. brucei PGK inhibition. 380,000 tested, 0.043% active. AID 602233. PGK/GAPDH coupled, Kinase-Glo luminescence, 60 min. Potency, µM (doses to about 57.5 µM), without a hit: top-dose activity change, negative = inhibition, usual class: inhibitors; note: potency is the fitted concentration of half-maximal effect; % is set by controls: 0 for no effect and ±100 for the full control effect; nearly all actives have a fitted effect of over 60% in size
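Recombinant glycosomal PGK reaction used 1,3-bisphosphoglycerate generated in-well by GAPDH (100nM final) in 100mM TEA pH 7.6, 5mM MgCl2, 0.01% Tween-20. After 60 minutes at room temperature, ATP was read by Kinase-Glo Plus luminescence end-point.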
TrxR1 inh: blocks rat thioredoxin reductase 1. 390,000 tested, 1% active. Potency, µM (titrated, usually from 114 µM), for the others: at the top dose activity change, negative = inhibition, hits mostly inhibitors. O89049. recombinant rTrxR1, NADPH fluorescence consumption, selenite substrate; note: potency is the fitted concentration of half-maximal effect; % is set by controls: 0 for no effect and ±100 for the full control effect; nearly all actives have a fitted effect of over 65% in size
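Rat TrxR1 (90 nM in the dispensed reagent) was pre-reduced with 400 uM NADPH for 5 min at room temperature, then incubated with compound for 15 min. After 400 uM selenite was added, NADPH fluorescence (Ex 340/Em 450 nm) was followed for 8 min.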
PI4K2A inh: inhibitors of human PI4K2A; activity change, negative = inhibition, % at 76.9 µM; 420,000 tested, 0.13% active; AID 1346378; purified PI4K2A, ADP-Glo luminescence, 1 h; stronger effect = lower value; in the data active = activity change below about -50%; inconclusive = mostly about -30% to -49%;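 note: -100% = wells without enzyme as full effect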
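PI4K2A activity was measured by ADP-Glo luminescence: enzyme (4 ug/mL stock) and phosphatidylinositol (1.2 mM stock) in Tris pH 7.5/MgCl2/EGTA/Triton X-100 buffer were reacted with ATP (300 microM stock) for one hour at ambient temperature.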
GLS inhibitor: inhibitors of human glutaminase (GLS) | O94925 | GLS enzymatic activity, qHTS titration | Potency, µM (doses to about 45.5 µM), for the others: at the highest dose activity change, negative = inhibition, actives largely listed as inhibitors | 410,000 tested, 0.21% active; note: potency is the fitted concentration of half-maximal effect; % is set by controls: 0 for no effect and ±100 for the full control effect
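hKGA in 45 mM KH2PO4 (pH 8.2), 0.02% Tween-20 with compound, then 1mM L-Glutamine (stock as added) plus glutamate oxidase/HRP/Amplex red coupling mix. Fluorescence read initially and after 30 min at RT; signal change reflects glutamate formation.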
Pin1 inhibitor: inhibitors of human Pin1; Q13526; Pin1 FP peptide displacement, HiFluor488, 10 min; 390,000 tested, 0.009% active; AID 504891; Potency, µM (doses to about 115 µM), without a hit: top-dose activity, negative = inhibition, most hits filed as inhibitors; active = well fitted inhibition curve with a large enough effect in the polarisation, with a control signal flat, not every such curve was filed as active; inconclusive = small, poorly fitted or top-dose-only effect, or effect the other way, or a change in a side signal; inactive = no such curve, though single readings can be large or run the other way; the % refers to the polarisation; note: potency is the fitted concentration of half-maximal effect; % is set by controls: 0 for no effect and ±100 for the full control effect
Target sequence (Q13526 whole entry, looked up): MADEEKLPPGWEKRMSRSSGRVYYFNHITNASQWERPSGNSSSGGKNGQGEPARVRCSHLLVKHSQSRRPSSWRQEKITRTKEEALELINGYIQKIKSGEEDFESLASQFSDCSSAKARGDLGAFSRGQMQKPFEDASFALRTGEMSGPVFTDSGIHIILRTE
mIDH1 inhibitor: inhibitors of human mutant IDH1 R132H; 390,000 tested, 0.093% active; Potency, µM (series often up to 76.6 µM), for inactives: top-dose activity change, negative = inhibition, actives largely listed as inhibitors; O75874; AID 602179; IDH1-R132H enzyme, NADPH consumption, diaphorase/resazurin fluorescence; note: potency is the fitted concentration of half-maximal effect; % is set by controls: 0 for no effect and ±100 for the full control effect; nearly all actives have a fitted effect of over 65% in size
Target sequence (O75874 whole entry R132H, stated change not applied): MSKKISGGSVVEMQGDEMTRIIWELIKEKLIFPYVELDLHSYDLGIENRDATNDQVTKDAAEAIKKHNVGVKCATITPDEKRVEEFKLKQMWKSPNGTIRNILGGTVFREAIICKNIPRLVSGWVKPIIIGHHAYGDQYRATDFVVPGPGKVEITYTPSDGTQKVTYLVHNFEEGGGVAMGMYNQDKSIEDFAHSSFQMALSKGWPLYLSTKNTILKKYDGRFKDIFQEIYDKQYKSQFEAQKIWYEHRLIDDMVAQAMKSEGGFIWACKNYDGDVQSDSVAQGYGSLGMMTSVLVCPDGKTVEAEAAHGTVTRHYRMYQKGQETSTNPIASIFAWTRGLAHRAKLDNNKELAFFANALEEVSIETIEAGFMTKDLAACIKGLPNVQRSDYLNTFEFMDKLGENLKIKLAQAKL
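IDH1-R132H (0.5 ug/mL) preincubated 30 min with compound, then NADPH (0.016 mM) and alpha-KG (2 mM) added; 80 min at RT, pH 7.5. Remaining NADPH coupled via diaphorase/resazurin to fluorescence (540/590 nm); concentration-response curves normalized to no-enzyme control.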
Active calls of the source: *; i = inactive; ? = inconclusive; / = not tested or not shown; [ ] = another dose, or the depositor's remark. Unless noted, calls come from the whole dose curve; as a rule, active = well fitted curve in the direction sought with a large enough effect; inconclusive = small, poorly fitted or top-dose-only effect, or another doubt; inactive = no such curve, though single readings can be large; an effect the other way counts as inactive or inconclusive. An excerpt; rates above refer to the full screens.

(1) Oc1ccc(CN2CCC(Cc3ccccc3)CC2)c2cccnc12
(2) O=C(c1ccco1)N1CCN=C1SCc1ccccc1F
(3) CCc1cc(=O)oc2c(C)c(O)c(CN3CCCCC3)cc12
(4) Cc1c(Cl)cccc1NC(=O)Cn1c(=O)n(Cc2ccco2)c(=O)c2oc3ccccc3c21
(5) COc1ccc(NC2=C(C)C(=O)CC2)cc1
(6) C=CC[n+]1ccn(-c2nc3ccccc3nc2[N-]S(=O)(=O)c2cccs2)c1
Screen / compound no.	1	2	3	4	5	6
HP1b chromo inh	17%	47%[activator]	24%	24%	41%[activator]	15%
TrxR1 substrate	-1%[57.1 µM]	4%	/	-4%	10%[57.1 µM]	43%
USP1-UAF1 inh	-8%	?	-14%	1%	-12%	-14%
Tb PGK inh	2%	i	-6%	-10%	-15%	6%
TrxR1 inh	-4%[57.1 µM]	10%	-87%	6%	14%[57.1 µM]	13%
PI4K2A inh	-2	-1	-2	-2	3	-3
GLS inhibitor	0%	-6%	27%	1%	-3%	4%
Pin1 inhibitor	-4%	2%	-3%	7%	-8%	-1%
mIDH1 inhibitor	-1%	10%	2%	-1%	2%	5%

(7) Cc1ccc(S(=O)(=O)Nc2cccc(-n3cnnn3)c2)cc1
(8) O=c1[nH]nc(N/N=C/c2ccccc2OC(F)F)c(=O)[nH]1
(9) COc1cccc(CNc2ccc(C)c(Cl)c2)c1
(10) O=C1CC(c2cccc(Cl)c2)Cc2nc(N3CCN(c4ccccc4)CC3)ncc21 (centres undefined)
(11) COC(=O)c1cccc(C(=O)Nc2ccc(F)cc2)n1
(12) CCc1cc(C(=O)Nc2c(C)nn(Cc3ccc(C)cc3)c2C)no1
Screen / compound no.	7	8	9	10	11	12
HP1b chromo inh	36%	5%	55%[activator]	15%	30%	4%
TrxR1 substrate	5%	-5%	3%	8%	-1%[57.1 µM]	4%
USP1-UAF1 inh	-23%	-15%	-25%	-20%	-3%	-26%
Tb PGK inh	6%	i	-8%	i	0%	-10%
TrxR1 inh	24%	11%	24%	13%[57.1 µM]	-8%[57.1 µM]	20%
PI4K2A inh	-1	-4	-1	1	6	0
GLS inhibitor	1%	22%	8%	1%	-1%	-1%
Pin1 inhibitor	12%	1%	-6%	3%	?	-3%
mIDH1 inhibitor	-3%	-1%	8%	-2%	3%	15%

Copied from above: nos. 1–11
(1) Oc1ccc(CN2CCC(Cc3ccccc3)CC2)c2cccnc12
(2) O=C(c1ccco1)N1CCN=C1SCc1ccccc1F
(3) CCc1cc(=O)oc2c(C)c(O)c(CN3CCCCC3)cc12
(4) Cc1c(Cl)cccc1NC(=O)Cn1c(=O)n(Cc2ccco2)c(=O)c2oc3ccccc3c21
(5) COc1ccc(NC2=C(C)C(=O)CC2)cc1
(6) C=CC[n+]1ccn(-c2nc3ccccc3nc2[N-]S(=O)(=O)c2cccs2)c1
(7) Cc1ccc(S(=O)(=O)Nc2cccc(-n3cnnn3)c2)cc1
(8) O=c1[nH]nc(N/N=C/c2ccccc2OC(F)F)c(=O)[nH]1
Screen / compound no.	1	2	3	4	5	6	7	8
HP1b chromo inh	17%	47%[activator]	24%	24%	41%[activator]	15%	36%	5%
TrxR1 substrate	-1%[57.1 µM]	4%	/	-4%	10%[57.1 µM]	43%	5%	-5%
USP1-UAF1 inh	-8%	?	-14%	1%	-12%	-14%	-23%	-15%
Tb PGK inh	2%	i	-6%	-10%	-15%	6%	6%	i
TrxR1 inh	-4%[57.1 µM]	10%	-87%	6%	14%[57.1 µM]	13%	24%	11%
PI4K2A inh	-2	-1	-2	-2	3	-3	-1	-4
GLS inhibitor	0%	-6%	27%	1%	-3%	4%	1%	22%
Pin1 inhibitor	-4%	2%	-3%	7%	-8%	-1%	12%	1%
mIDH1 inhibitor	-1%	10%	2%	-1%	2%	5%	-3%	-1%

(9) COc1cccc(CNc2ccc(C)c(Cl)c2)c1
(10) O=C1CC(c2cccc(Cl)c2)Cc2nc(N3CCN(c4ccccc4)CC3)ncc21 (centres undefined)
(11) COC(=O)c1cccc(C(=O)Nc2ccc(F)cc2)n1
Screen / compound no.	9	10	11
HP1b chromo inh	55%[activator]	15%	30%
TrxR1 substrate	3%	8%	-1%[57.1 µM]
USP1-UAF1 inh	-25%	-20%	-3%
Tb PGK inh	-8%	i	0%
TrxR1 inh	24%	13%[57.1 µM]	-8%[57.1 µM]
PI4K2A inh	-1	1	6
GLS inhibitor	8%	1%	-1%
Pin1 inhibitor	-6%	3%	?
mIDH1 inhibitor	8%	-2%	3%

Next section.
(13) Cc1ccc(NC(=O)c2c(C)oc3ccc(O)c(CN(C)Cc4ccccc4)c23)c(C)c1
(14) CC(C)c1cc(C(=O)O)on1
(15) Cc1ccc(-n2c(-c3ccncc3)nnc2-c2ccco2)cc1
(16) O=C(Cn1c(=O)oc2ccccc21)N1CCCC1
(17) Cc1ccc(Nc2nnc(-c3ccc(C)c(S(=O)(=O)N4CCN(C)CC4)c3)c3ccccc23)cc1
(18) O=[N+]([O-])c1ccc(C=NN2CCNC2=S)o1
(19) CCOC(=O)CNC(=O)C(Cc1ccccc1)NC(=O)OCc1ccccc1 (centres undefined)
(20) COc1ccc(OCC(=O)N2CCC(n3nccc3NC(=O)C3CC3)CC2)cc1
Screen / compound no.	13	14	15	16	17	18	19	20
HP1b chromo inh	-6%	33%	51%[activator]	32%	2%	/	27%	19%
TrxR1 substrate	2%	1%	3%[57.1 µM]	3%	0%	/	0%	2%
USP1-UAF1 inh	-25%	0%	-11%	-24%	?	-24%	-1%	-10%
Tb PGK inh	/	4%	-2%	1%	6%	-6%	-3%	3%
TrxR1 inh	11%	10%	-1%[57.1 µM]	14%	23%	/	25%	18%
PI4K2A inh	-1	7	10	6	-4	-2	-5	-5
GLS inhibitor	2%	-1%	-3%	0%	18%	-2%	1%	7%
Pin1 inhibitor	4%	0%	-8%	-2%	-1%	/	-7%	-1%
mIDH1 inhibitor	/	-7%	1%	-13%	-3%	-2%	0%	-10%
